Assay outcomes (PubChem BioAssay)
TbHK1 inh – T. brucei hexokinase 1 inhibition; recombinant TbHK1, G6PDH-coupled NADH A340; inhibition, % at 10 µM; 0.11% of 220,000 active;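 active means inhibition of 50% or more in the single-dose primary screen; inactive means inhibition below 50%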
p97 ATPase inh – blocks human p97 ATPase activity; AID 1481; P55072; recombinant p97 ATPase, Kinase-Glo ATP luminescence, 3 h; 0.42% of 220,000 active; inhibition, % at 8 µM; in the data active means inhibition above about 15%;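 further: 0% = DMSO vehicle and 100% = wells lacking enzyme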
Runt-SMMHC FRET – blocks binding of human RUNX1 Runt domain to CBFb-SMMHC. Q01196+Q13951. Cerulean-Runt/Venus-CBFb-SMMHC FRET ratio 530/480, 1 h. inhibition, % at 20 µM. 0.74% of 220,000 active. AID 1434;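 active means mean inhibition across duplicate retests at 20 µM reaching about 50%, limit read from the data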;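 further: 0% = DMSO wells and 100% = wells with excess untagged CBFb-SMMHC; inhibitors lower the FRET ratio by blocking Runt binding to CBFb-SMMHC; some results filed as inactive read as strong as hits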
Target sequence (Q01196 whole entry, looked up, the tested form may be a part): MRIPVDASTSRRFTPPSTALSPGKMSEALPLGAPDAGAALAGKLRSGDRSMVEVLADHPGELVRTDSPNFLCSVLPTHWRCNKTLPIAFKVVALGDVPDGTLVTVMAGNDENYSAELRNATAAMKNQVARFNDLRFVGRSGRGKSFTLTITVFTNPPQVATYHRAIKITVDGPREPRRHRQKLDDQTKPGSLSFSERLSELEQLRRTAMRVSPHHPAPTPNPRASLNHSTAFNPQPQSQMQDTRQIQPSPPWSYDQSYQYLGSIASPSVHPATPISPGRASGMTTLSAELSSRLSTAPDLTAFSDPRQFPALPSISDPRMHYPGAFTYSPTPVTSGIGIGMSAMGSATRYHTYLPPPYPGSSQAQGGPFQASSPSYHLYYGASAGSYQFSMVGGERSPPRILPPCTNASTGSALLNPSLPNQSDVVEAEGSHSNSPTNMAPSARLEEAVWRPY
Target sequence (Q13951 whole entry, looked up, the tested form may be a part): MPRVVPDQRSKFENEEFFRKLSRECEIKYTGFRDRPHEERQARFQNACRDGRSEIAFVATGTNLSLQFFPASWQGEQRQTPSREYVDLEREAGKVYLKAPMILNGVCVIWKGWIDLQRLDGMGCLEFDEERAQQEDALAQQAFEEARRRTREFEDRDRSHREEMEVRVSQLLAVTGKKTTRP
Runt-CBFb FRET – blocks binding of human RUNX1 Runt domain to CBFb | Q01196+Q13951 | Cerulean-Runt/Venus-CBFb FRET ratio 530/480, 1 h | inhibition, % at 20 µM | 0.46% of 220,000 active;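 active means inhibition over about 50% at 20 µM in the single-dose screen, limit read from the data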;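 further: 0% = DMSO wells and 100% = excess unlabeled CBFb competitor control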
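Reagent – Venus-CBFb binding partner, 100 nM · Assay system – Cerulean-tagged RUNX1 Runt domain (FRET donor) fusion protein · Input – 100 nM per protein · Incubation – two 1 h room-temperature incubations shielded from light · Measured by – FRET fluorescence · Medium – Tris buffer pH 7.5 with salts and BSA · Benchmarks – unlabeled CBFb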
Calpain2 inh – blocks pig calpain II enzyme activity; purified calpain II, fluorogenic peptide substrate, 30 min; inhibition, % at 16 µM; 0.37% of 220,000 active;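 active means inhibition above about 50%, limit read from the data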
RBBP9 inhibitor – human RBBP9 hydrolase inhibition; 0.2% of 220,000 active; recombinant RBBP9, FP-Rh probe fluorescence polarization; inhibition, % at 7.94 µM;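 active means inhibition above the campaign mean of all tested compounds plus 3 SD, cut at about 14% in these data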;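 further: plate controls were DMSO wells with RBBP9 for no effect and wells lacking RBBP9 protein for full effect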
Target sequence (O75884 whole entry, looked up): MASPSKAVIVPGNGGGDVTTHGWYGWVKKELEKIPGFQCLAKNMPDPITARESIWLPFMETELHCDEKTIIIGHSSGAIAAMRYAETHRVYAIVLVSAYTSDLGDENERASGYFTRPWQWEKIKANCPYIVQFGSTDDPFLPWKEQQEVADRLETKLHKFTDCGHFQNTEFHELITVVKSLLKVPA
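System: RBBP9 protein | Quantity: 2.5 µM RBBP9 dispensing solution, before mixing | Reagent: FP-Rh probe, 375 nM dispensing solution | Timing: Enzyme-compound preincubation 30 min, then probe labeling 45 min, 25 °C | Measured by: Fluorescence polarization | Read-out: % inhibition | Replication: One well per compound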
p47phox inh – blocks human p47phox regulatory protein of NADPH oxidases; P14598; p47phox/p22phox peptide binding, fluorescence polarization, 2 h; inhibition, % at 24.7 µM; 0.53% of 220,000 active; AID 1274;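 active means inhibition above about 30%, limit read from the data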;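 further: 0% = p47phox with labelled peptide and 100% = labelled peptide alone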
Furin inhibitor – human furin inhibition; P09958; purified furin, fluorogenic substrate cleavage; inhibition, % at 30 µM; 0.061% of 220,000 active; in the data active means inhibition above about 25%; further: inactives centre near -15
EBV gp42 inh – inhibitors of Epstein-Barr virus glycoprotein 42 | Q1HVG2 | Fluorescence polarization binding assay, mP read-out | inhibition, % (tested at 21.74 µM) | 0.42% of 220,000 active | AID 1085; in the data active means inhibition above about 50%
Target sequence (Q1HVG2 whole entry, looked up): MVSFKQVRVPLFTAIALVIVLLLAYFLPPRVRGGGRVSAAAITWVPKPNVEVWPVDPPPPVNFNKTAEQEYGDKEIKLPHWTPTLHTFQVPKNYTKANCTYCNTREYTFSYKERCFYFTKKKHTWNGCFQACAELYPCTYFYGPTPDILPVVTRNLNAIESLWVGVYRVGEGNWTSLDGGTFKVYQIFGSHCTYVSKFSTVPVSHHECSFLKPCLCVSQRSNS
* hit, by the source's call; i = inactive; . = no result given; [ ] = another dose, or the depositor's remark.

Values run as follows: TbHK1 inh, p97 ATPase inh, Runt-SMMHC FRET, Runt-CBFb FRET, Calpain2 inh, RBBP9 inhibitor, p47phox inh, Furin inhibitor, EBV gp42 inh
N/C(=N\OC(=O)N1CCOCC1)c1ccc(Br)cc1
    -4, 1, -4, 2, 1, 0, -1, -17, -10
Cc1cccc(C(=O)NNC(=O)c2cccc([N+](=O)[O-])c2)c1
    -7, 1, 1, 0, -6, -9, -6, -11, 10
Cn1c(O)c(N=NC(=O)CNC(=O)c2ccco2)c2ccccc21
    -28, 4, -2, 0, 6, -2, -9, -14, -9
Cc1c(NC(=O)CSc2nnc(-c3cccc(Cl)c3)o2)c(=O)n(-c2ccccc2)n1C
    7, -5, 11, 0, -13, 6, -7, 1[20 µM], -12
CCOC(=O)N1CCN(C(=O)C2CCN(Cc3ccc(OC)cc3OC)CC2)CC1
    17, 5, -8, 0, 6, -2, 1, -9, -24
COc1ccc(CCCc2nnc(SCc3nc4ccccc4c(=O)[nH]3)n2C)cc1
    0, 7, 3, 1, 3, 3, -3, -27, -24
CCc1ccc(-c2cc(C(=O)NN3CCOCC3)c3ccccc3n2)cc1
    -18, 0, -2, -2, -85, -6, -15, -6[20 µM], 10
CCc1ccc(N(CC(=O)O)S(=O)(=O)c2c(C)noc2C)cc1
    -1, -1, 1, 0, -5, -10, 0, -18, -15
Cc1ccc2[nH]c(C(=O)O)c(NC(=O)CN3CCN(c4cccc(C)c4C)CC3)c2c1
    -5, -5, -7, 2, -13, -4, -6, -3[20 µM], 15
O=C(Nc1ccc2c(c1)OCCO2)N1CCN(c2ccc(F)cc2)CC1
    4, -3, 0, -1, -16, 7, 1, -24[20 µM], 6
CCOC(=O)Nc1nnc(-c2ccccc2OC)s1
    -5, 3, -1, -2, 0, -5, 7, -16[20 µM], -16
COC(=O)[C@H](C)NC(=O)NCc1ccc(S(N)(=O)=O)cc1
    -9, 2, -1, 1, -15, -5, -2, -17, 6
CNc1ncc(C(=O)c2ccccc2)s1
    -45, 3, -4, -1, -19, -4, 2, -6[20 µM], -20
O=C(Nc1ccc2c(c1)OCO2)c1cncc(Br)c1
    2, 6, -4, -2, -11, 4, 5, -20, -10
O=C(NCCC1=CCCCC1)c1ccc([N+](=O)[O-])cc1
    -8, -2, -4, 0, 16, -4, -13, -19, -2
N#CC1=C(SCC(N)=O)NC2=C(C(=O)c3ccccc32)C1c1ccc(Cl)cc1 (centres undefined)
    0, 1, -15, -8, -91, -9, -16, -27[20 µM], -3
O=C(NCc1cccnc1)/C(=C/c1ccc(-c2cccc(C(F)(F)F)c2)o1)NC(=O)c1ccccc1
    -31, 4, -23, -9, -26, -7, -13, -10, -3
CCc1ccccc1N(C)C(=O)CCc1nc(-c2ccc(C)cc2)no1
    -5, -6, -7, -7, 36, -5, 3, -17[20 µM], 4
O=C(Nc1ccc(Cl)c(Cl)c1)OCCNC(=O)c1ccncc1
    -2, 1, 0, -2, 25, -3, -11, -13, -11
Cc1ccc(-n2c(SCC(N)=O)nnc2-c2cccnc2)c(C)c1
    1, 6, -3, 0, -13, -1, -12, -25, -3
Cc1cc(C)n2ncc(C(=O)NCc3ccccc3)c2n1
    -6, -8, -4, -1, i, -3, 1, -14[20 µM], -10
c1ccc(CN2CCN(c3nc(N4CCOCC4)c4ccccc4n3)CC2)cc1
    -6, -3, ., ., ., -3, ., -9[20 µM], .
O=C(NCc1cn2ccsc2n1)Nc1cccc(Cl)c1
    2, 5, 4, -2, -2, -7, -13, -20, -5
COc1cccc(CNC(=O)C(CCSC)NS(=O)(=O)c2ccc3c(c2)oc(=O)n3C)c1 (centres undefined)
    26, 1, 6, 2, -32, 0, -3, -15, -8
COC(=O)c1ccc(NC(=O)CSc2ccccc2)cc1
    36, 4, 0, 0, -3, -6, -8, -11, -16
CC(=O)Nc1ccc(OCC(=O)c2ccc(C)cc2C)cc1
    -3, 7, -6, 0, 7, -4, -10, 3[20 µM], -12
O=C(NCCc1ccccc1)c1cc(-c2ccc3c(c2)OCO3)on1
    -14, -2, 0, 2, 0, -9, -7, -29, -17
COc1ccc2c(c1OC)C(=O)N1c3ccccc3SC21 (centres undefined)
    5, 3, 3, -1, -42, 3, -1, -18[20 µM], -20
COC(=O)CCN1CCC(C(N)=O)CC1
    -4, 4, 0, 2, -3, -6, -7, -10[20 µM], -3
COc1ccc(NC(=O)COC(=O)CCCOc2ccc(Cl)cc2Cl)cc1Cl
    -2, -4, 5, -1, 15, -13, -17, -14, -4
CC1Cc2ccccc2N1C(=O)CSc1ncccc1C(=O)O (centres undefined)
    2, 0, 3, -1, ., -9, ., -15, .
COC(=O)c1ccc(CN2C(=O)C3CCCCC3C2=O)o1 (centres undefined)
    0, 1, ., ., 15, -1, 1, -18, -8
O=C(CS(=O)(=O)c1ccccc1)Nc1nc2ccccc2s1
    -13, 6, 3, 0, -41, -4, -8, -21, -2
Cc1ccccc1-n1c(C)nnc1SCC(=O)NC1CCCc2ccccc21 (centres undefined)
    -3, -3, 0, 0, 13, -14, -1, -6, 13
N[C@@H](Cc1ccc(O)cc1)c1nnc([C@H](CC(=O)O)NC(=O)C2CCNCC2)o1
    -9, 6, -7, -1, 17, 0, -7, -16, -17
CCOC(=O)CSc1ccc2nnc(-c3cccnc3)n2n1
    0, 1, -2, 0, -94, 0, 7, -16, -8
COc1cc(-c2nnc(SCC(=O)Nc3ccc4c(c3)OCCO4)o2)cc(OC)c1OC
    -8, 1, -4, -2, -7, -4, -10, -11[20 µM], -7
COc1ccc(-c2cc(C)nc(SCc3cccc(C(=O)O)c3)n2)cc1
    33, -2, -2, -3, 1, -4, -1, 2, 2
COc1ccc(CCNC(=O)C(=O)N2CCCC2)cc1OC
    0, 3, -2, 1, -4, -4, -1, -8, 12
Cc1cc(=O)n2c3ccccc3n(CC(O)CN3CCC(C)CC3)c2c1C#N (centres undefined)
    -22, 1, 3, 1, 6, 4, 1, -8, -13
O=C1OCC/C1=C\c1ccccc1
    -1, 2, 3, -3, 9, -5, -5, -9, 11
Cn1cnnc1SCC(=O)NNC(=O)COc1ccc(Cl)cc1
    2, 2, 0, 2, -32, -2, 4, -6, 0
COc1ccc(C(NC(=O)/C=C/c2ccco2)c2ccc(OC)c(OC)c2)cc1OC
    -4, -2, 12, 15, 4, -2, -19, -12, -10
Nc1c(-c2ccccc2)c(CSc2nc3ccccc3[nH]2)nn1-c1ccc(Cl)cc1
    15, 1, -2, 1, 0, -13, -16, -2, -12
Cc1cccc(C)c1Nc1nnc(SCC(=O)Nc2sccc2C#N)s1
    4, -1, -10, 0, -36, -7, -15, 1, 10
CC(=O)c1cccc(NC(=O)N2CCCC2C(=O)Nc2cccc(C)c2C)c1 (centres undefined)
    -5, -1, 0, -1, -11, -5, 2, -17, -1
CCCc1ncc(C(O)(c2ccccc2)c2ccccc2)n1C
    1, -2, 0, -1, -17, 1, -10, -15, -2
COc1ccc(C(=O)Nc2ccc(OC)c([N+](=O)[O-])c2)cc1Br
    2, 0, 2, -2, 5, -5, -22, -16, -7
Cc1cc(C(=O)Nc2c(F)cc(F)cc2Br)c(C)o1
    2, 3, 2, 4, 11, -6, 3, -33, 0
CC(C)CNC(=O)CN1C(=O)NC(Cc2c[nH]c3ccccc23)C1=O (centres undefined)
    0, 5, 0, 1, -23, 0, -8, -26, 2
C=CCc1c(C)nc(-c2ccccc2)nc1N/N=C/c1ccccc1
    -30, 0, 3, -2, -3, 1, -1, -1, 9
Oc1cccc(-c2nc3ccc4ccccc4c3c3c2CCC3)c1
    -1, 2, 2, -2, -87, -25, -17, -18[20 µM], -15
O=C(NCCNC(=O)C1CC2CCC1C2)C1CC2CCC1C2 (centres undefined)
    -9, -3, 2, -2, -28, -3, -6, -21[20 µM], -12
CCOC(=O)C1CCN(C(=O)CCc2c(C)nc3cc(-c4ccc(OC)cc4OC)nn3c2C)CC1
    -6, -4, -3, ., -205, -3, 5, -11, 10
COc1ccc(/C=N/NC(=O)c2cccc(NC(=O)c3ccccc3)c2)c(C(=O)O)c1OC
    -20, 3, 3, -1, -6, -9, -9, -20, -10
O=C(O)CCNC(=O)c1ccccc1
    -1, 2, 1, -1, 8, -6, -7, -19, 4
C=CCNC(=S)NC(=O)c1csc([N+](=O)[O-])c1
    -18, -2, -1, 6, -3, -2, -10, -11, -9
CNC(=S)N1CCC(NC(=O)C(Cc2ccc(F)cc2)NC(C)=O)CC1 (centres undefined)
    -2, 8, 1, -1, 13, 1, -1, -21, 4
CCC(C)(C(=O)NC1CCCC1)N(C(=O)CC1NC(=O)NC1=O)c1ccc(C)cc1 (centres undefined)
    -7, -1, -1, 1, -8, -7, -162, -23[20 µM], -7
Cc1ccc(C)c(C(=O)COC(=O)c2cc([N+](=O)[O-])ccc2NCCO)c1
    -11, -1, 0, -3, 18, -9, -10, -5, -10

Next part.
Values run as follows: TbHK1 inh, p97 ATPase inh, Runt-SMMHC FRET, Runt-CBFb FRET, Calpain2 inh, RBBP9 inhibitor, p47phox inh, Furin inhibitor, EBV gp42 inh
Cc1nn(-c2ccccc2)c(C)c1/C=N/N1CCN(c2ccccc2)CC1
    -2, -1, -2, -2, 1, -4, -4, -9[20 µM], 8
CCNC(=O)NC(=O)COC(=O)CCCSc1nc2ccccc2s1
    -7, 3, 3, 0, -3, -7, -10, -21, -10
CCCCn1nnnc1SCC(=O)c1cc(Cl)ccc1OC
    -1, -12, -6, -8, 14, -6, -7, -6[20 µM], 12
c1ccc(Nc2nnc(-c3cccc4ccccc34)o2)cc1
    -24, 3, 1, 0, -11, 10, -14, -28, -9
CC(C)CCCNc1nc(N2CCOCC2)nc(N2CCOCC2)n1
    7, 0, -1, -3, -8, -2, 1, -20, 4
O=C(CSC1=NCCS1)NCc1ccco1
    0, 0, 2, 3, -8, -2, -11, -12[20 µM], -19
Cc1ccc(N2C(=O)C(O)(C(F)(F)F)C3=C2CC(C)(C)CC3=O)cc1 (centres undefined)
    -7, 5, 3, -2, 0, -8, -1, -22, -6
Oc1[nH]c2ccc(Br)cc2c1N=NC(=S)NCC1CCCO1 (centres undefined)
    -32, 5, -6, -1, -24, 5, -10, 6, -7
Cc1ccc(/C(N)=N/OC(=O)c2cc(-c3ccccc3)nc3ccccc23)cc1
    -7, 1, 7, -2, -15, 3, -9, -18, 4
O=C(O)c1ccc(CSc2nnc(-c3ccncc3)n2CC2CCCO2)cc1 (centres undefined)
    -5, 4, 5, 3, 17, 2, -11, -13, -10
COC(=O)c1ccccc1N=Nc1c(C)noc1C
    -24, 0, -1, -2, -8, -3, -8, -22, -11
CCCCCC(=O)NC(NC(=S)N1CCOCC1)C(Cl)(Cl)Cl (centres undefined)
    49, 2, 1, -1, -9, -1, 3, -10[20 µM], -17
c1ccc(-n2ncc3c(N4CCN(CCOc5cccc6ccccc56)CC4)ncnc32)cc1
    -20, 0, -1, -4, 1, -6, -17, -15[20 µM], -13
COc1cccc(-c2nn(C)c3sc(C(=O)Nc4ccc5c(c4)OCCO5)cc23)c1
    -22, 11, -2, -1, -65, -12, -20, 2, -9
CCC(C)(C)NC(=O)C(c1ccc(OC)cc1)N(Cc1ccco1)C(=O)CCC(=O)Nc1cc(C)on1 (centres undefined)
    2, -1, 1, -4, 6, 4, -20, -11[20 µM], -16

Compound profiles (already shown):
c1ccc(-n2ncc3c(N4CCN(CCOc5cccc6ccccc56)CC4)ncnc32)cc1 is listed as TbHK1 inh = -20; p97 ATPase inh = 0; Runt-SMMHC FRET = -1; Runt-CBFb FRET = -4; Calpain2 inh = 1; RBBP9 inhibitor = -6; p47phox inh = -17; Furin inhibitor = -15[20 µM]; EBV gp42 inh = -13
O=C(Nc1ccc(Cl)c(Cl)c1)OCCNC(=O)c1ccncc1 is listed as TbHK1 inh = -2; p97 ATPase inh = 1; Runt-SMMHC FRET = 0; Runt-CBFb FRET = -2; Calpain2 inh = 25; RBBP9 inhibitor = -3; p47phox inh = -11; Furin inhibitor = -13; EBV gp42 inh = -11
